Screens (PubChem)
SRC3 inh = inhibits human SRC3 coactivator; 0.17% of 360,000 active; inhibition, % at 3.6 µM; HEK293 GAL4-SRC3 luciferase reporter, luminescence; Q9Y6Q9;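 active means inhibition above a per-campaign cutoff, the mean of all compounds plus 3 SD, cut at about 60% in these data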;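 further: 0% = DMSO-treated cells and 100% = gossypol-treated cells at 36 µM; higher means less SRC3-driven luciferase light from the GAL4 reporter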
KKLEB tox = reduces viability of KKLEB cystic fibrosis airway cells | KKLEB CF airway cells viability, ATPlite luminescence, overnight; hits give low values; cells stimulated with P. aeruginosa culture filtrate | activity change (cytotoxicity), % at 5 µM | 0.36% of 360,000 active;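 active means corrected activity change at or below -50% at 5 µM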
SRC1 inh = inhibits human SRC1 coactivator; AID 588354; inhibition, % at 3.6 µM; Q15788; 0.12% of 360,000 active; HEK293 GAL4-SRC1 luciferase reporter, luminescence;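 active means inhibition above the campaign mean plus 3 SD, with each screening campaign given its own cutoff, cut at about 60% in these data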;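 further: 0% = DMSO treated cells and 100% = gossypol at 36 µM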
TROY NFkB inh = TROY signaling inhibition | Q293 LMP1-TROYcd NF-kB luciferase reporter, 4 h | inhibition, % at 10 µM | 0.98% of 360,000 active;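 active means compounds whose plate-normalised and pattern-corrected inhibition of the luciferase reporter signal at the single screening dose is 50% or more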
COUP-TFII inh = inhibitors of human COUP-TFII (NR2F2); HEK293T NGFI-A luciferase reporter, luminescence; inhibition, % at 8.6 µM; 0.7% of 370,000 active; AID 686940;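 active means inhibition above a per-plate cutoff, mean inhibition of test wells between control levels plus 3 SD, cut at about 38% in these data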;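 further: cells cotransfected with COUP-TFII expression vector driving the NGFI-A reporter; 0% = median of COUP-TF2 test wells and 100% = reporter-only cells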
TRAIL sens C8 = caspase-8 TRAIL sensitization | inhibition (viability loss, TRAIL sensitization), % at 10 µM | NB7+C8 cells + TRAIL, ATPlite viability luminescence | AID 624354 | 1% of 360,000 active;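 active means compounds causing at least 50% loss of cell viability in the single-dose screen, relative to plate controls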
NR5A2 inv ag = NR5A2 inverse agonism in reporter assay. O00482. HEK293T StAR-luciferase reporter, LRH-1 transfected, 24 h. inhibition, % at 3.6 µM. 0.13% of 360,000 active. AID 602396;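 active means inhibition above the mean inhibition of all tested compounds plus 3 SD, cut at about 73% in these data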;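 further: 0% = DMSO wells and 100% = reporter-only cells lacking LRH-1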
CF NFkB block = cystic fibrosis NF-kB activation inhibition | 0.86% of 360,000 active | AID 588850 | KKLEB NF-kB-GFP reporter, PAF-induced, GFP fluorescence overnight | inhibition, % at 5 µM;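 active means at least 50% inhibition at 5 µM, scaled per plate between neutral and stimulator controls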;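 further: PAF is a Pseudomonas aeruginosa culture filtrate used as stimulus; plate controls were PAF-stimulated DMSO wells for no effect and unstimulated DMSO wells for full effect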
Shn3 inh set2 = inhibitors of Schnurri-3 3'UTR reporter in osteoblasts; 0.52% of 360,000 active; Clone20 osteoblast Shn3 3'UTR firefly luciferase, 24 h; inhibition, % at 12.5 µM; AID 588674;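 active means mean inhibition of at least 75% with every replicate also reaching 75%; inconclusive means mean inhibition at least 75% but some replicate below; inactive means mean inhibition below 75%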;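 further: 0% = median of neutral control wells and 100% = pilot-screen positive control compound; some compounds past the cut are filed as inactive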
LMP1 NFkB inh = inhibitors of Epstein-Barr LMP1-induced NF-kappaB reporter; inhibition, % at 12.5 µM; AID 504558; 0.69% of 350,000 active; LMP1-induced NF-kappaB luciferase reporter cells, luminescence; in the data active means inhibition above about 41%; inconclusive means no clear call, values can overlap the other calls;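 further: 0% = neutral control wells and 100% = reference inhibitor control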
TWEAK-Fn14 inh = TWEAK-Fn14 signaling inhibition; inhibition, % at 10 µM; TWEAK-stimulated Fn14 reporter cells, luciferase luminescence, 8 h; 2% of 360,000 active; in the data active means inhibition above about 50%
The depositor's hits bear a star; u = inconclusive; x = not tested or not shown. An excerpt (hit frequency here may not be typical).

mol	KKLEB tox	LMP1 NFkB inh	TROY NFkB inh	NR5A2 inv ag	TRAIL sens C8	COUP-TFII inh	TWEAK-Fn14 inh	SRC1 inh	SRC3 inh	Shn3 inh set2	CF NFkB block
Cc1c(NC(=O)C(C)OC(=O)c2cc(-c3cccc4ccccc34)nc3ccccc23)c(=O)n(-c2ccccc2)n1C (stereo not given)	1	3	14	8	8	3	49	-4	-10	31	-1
CCOC(=O)C1CCN(c2c(NCc3ccc(C(=O)NCCC(C)C)cc3)c(=O)c2=O)CC1	4	-4	5	7	0	-18	4	0	-2	4	-6
CC(OC(=O)c1cc(=O)[nH]c2ccccc12)C(=O)N1C(C)CCCC1C (stereo not given)	12	17	5	-5	-14	2	-4	5	4	0	-29
CCN(CC)CCCN(Cc1cc2cc3c(cc2[nH]c1=O)OCCO3)C(=O)Nc1ccc(F)cc1	-8	-19	4	20	-8	-32	-40	-3	13	-12	-4
COc1ccc(C(=O)NCc2nnc(SCC(=O)Nc3cc(OC)ccc3OC)o2)cc1	3	-3	12	-20	-25	3	-12	1	11	-11	7
COc1cccc(COC(=O)c2cc(=O)[nH]c3ccc(S(=O)(=O)N4CCOCC4)cc23)c1OC	3	9	-10	18	13	5	-29	-1	5	20	-14
C/C(=C(\C#N)C(=O)NC1CCCCC1)N(C)C	-2	-7	2	6	18	3	5	0	1	-7	-11
CCOC(=O)N1CCC(=C2c3ccc(Cl)cc3CCc3cccnc32)CC1	4	10	30	10	-4	-19	10	0	-2	-17	13
COc1cc2c(cc1NC(=O)COCC(=O)O)oc1ccccc12	-9	12	-1	4	-26	16	5	-11	-18	-7	-15
COc1cccc(OCc2nnc(-c3cccs3)o2)c1	11	-8	-30	-19	-9	-15	0	-31	-16	-26	-14
Cc1cccc(-n2c(SCC(N)=O)nc3c(c2=O)C2(CCCC2)Cc2ccccc2-3)c1	4	4	50*	-16	13	-15	33	-2	8	-1	-17
COc1ccc(/C=C/C(=O)Nc2cc(C(F)(F)F)ccc2Cl)cc1OC	5	7	-5	-28	-1	-8	-38	7	3	2	-8
Cc1nn(CC(=O)NCc2ccccc2Cl)c(C)c1[N+](=O)[O-]	0	-22	-8	-27	-14	-4	8	-4	-18	0	3
O=C1CC(=O)Nc2ccccc2N1	-10	2	15	-8	-1	0	-14	3	-2	-22	-8
COc1ccc(CCNC(=O)c2ccccc2NS(=O)(=O)c2cc(C(=O)O)ccc2OC)cc1	0	0	-18	-19	-4	6	24	10	-16	1	-4
C=C(C)c1ccccc1NC(=O)CCN1C(=O)c2ccccc2S1(=O)=O	2	2	1	-2	6	-1	-12	-7	-12	-4	6
O=C(Nc1cccc(O)c1)c1ccccc1	7	11	-20	-18	-6	-14	-5	-21	-22	-29	-7
COc1ccc(S(=O)(=O)N2CCC3(CC2)OCCN3S(=O)(=O)c2c(C)cc(C)cc2C)cc1	5	7	12	6	7	-6	7	1	13	44	-5
O=[N+]([O-])c1cc(C(F)(F)F)ccc1NCCc1ccccn1	-19	-8	-44	-42	-18	-19	-59	-21	-13	-43	19
CCC[C@@H]1CCCO[C@@](C(=O)NCc2ccc(S(C)(=O)=O)cc2)(C(F)(F)F)C1	-4	5	-17	0	-6	-8	-8	-6	16	-7	8
Cc1[nH]c(=O)[nH]c(=O)c1S(=O)(=O)N1CCCC(C(=O)NCCC2=CCCCC2)C1 (stereo not given)	4	-4	-8	-2	1	-3	-10	2	3	-20	8
CCc1ccccc1N(C(=O)Cn1nnc2ccccc21)C(C(=O)NCCOC)c1ccco1 (stereo not given)	-2	-9	-16	16	-3	2	3	6	17	-19	6
CCC(CC)c1nnc(NC(=O)C2=COCCO2)s1	-8	-13	-84	-61	5	-17	-19	-18	-60	-31	2
O=C(Cn1ccccc1=O)Nc1ccc(Cl)c(S(=O)(=O)N2CCCCC2)c1	19	7	3	14	-3	8	10	-6	4	22	-12
CCC1CSC(Nc2ccc(C(=O)/C=C/c3ccc(OC)c(OC)c3)cc2)=N1 (stereo not given)	-7	20	47	-5	26	61*	74*	-2	16	87*	14
Cc1noc(C)c1COC(=O)[C@@H](NC(=O)c1ccccc1)C(C)C	-9	7	-3	3	2	3	-12	-2	7	u	9
CCCNC(=O)c1onc(CSc2ccc(F)cc2)c1C(=O)NCCC	13	-2	-13	-11	-3	-4	1	8	-11	10	0
Cc1cccc(OCCNC(=O)c2cc(-n3cnnc3)ccc2Cl)c1	-3	-8	-8	-21	-29	-18	-10	-16	14	6	8
O=C(CCNC(=O)c1ccc(Cl)cc1)Nc1ccccc1Cl	-27	-3	-1	3	-4	19	6	5	9	-7	2
CN(CC(=O)Nc1ccc(Cl)c(C(F)(F)F)c1)C(=O)c1cc(-c2ccncc2)nc2ccccc12	-22	-25	36	12	19	12	47	12	7	26	-1
COC(=O)c1cc(C(=O)OCC(=O)Nc2ccccc2OC(F)F)cc([N+](=O)[O-])c1	-7	10	3	4	-6	7	-3	-17	-7	-29	4
Cc1cc(C)cc(NS(=O)(=O)c2ccc(NC(=O)c3ccccc3C(=O)O)cc2)c1	11	x	-6	1	-6	4	15	-19	-6	-1	-9
O=C(O)c1ncc(-c2ccccc2)cn1	-12	5	-7	-21	-2	-16	1	-9	7	6	10
Fc1cccc(Cl)c1Cn1nnc2c(-n3ccnc3)ncnc21	-11	-3	19	13	-5	-10	-13	0	14	1	26
O=C(c1cc2cc(Br)ccc2o1)N1CCCCC1	15	-18	-12	-136	12	-56	-17	-76	-50	-39	1
CCOc1ccccc1NC(=O)C(OC(=O)c1ccc(N(C)C)cc1)c1ccccc1 (stereo not given)	1	0	15	-2	6	-3	48	7	10	44	-3
COc1ccc(N/C(C)=C/C(=O)c2ccccc2)cc1	-3	-29	3	3	14	-22	-33	-28	-44	-29	-8
COc1cccc(C(c2c(O)nc(SC)n(C)c2=O)c2c(O)nc(SC)n(C)c2=O)c1	-3	-4	-3	20	-4	-10	-1	3	7	-12	5
COc1ccc(C(=O)N/C(=C\c2cc(OC)c(OC)cc2[N+](=O)[O-])C(=O)NCCO)cc1	-2	-1	-3	8	-5	3	-1	4	7	6	6
CN(CC1COc2ccccc2O1)C(=S)NC1CCCCC1 (stereo not given)	-8	-8	-31	-13	4	-17	-35	-27	-5	-20	9
Cc1ccc(C(NC(=O)c2ccccc2)C(Cl)(Cl)Cl)cc1 (stereo not given)	-4	6	8	24	19	17	31	-1	5	32	-16
CCc1cccc(CC)c1NC(=O)C1CN(S(=O)(=O)c2ccccc2)CCN1S(=O)(=O)c1ccccc1 (stereo not given)	10	7	10	16	7	15	22	-20	12	-3	-7
Cc1nn(Cc2ccc(C(=O)NN)o2)c(C)c1Cl	-22	4	-25	-11	24	-9	-4	6	-2	-14	17
COc1cccc(/C=N/NC(=O)CN2CC(c3ccccc3)CC2=O)c1OC (stereo not given)	-17	75*	-10	28	-8	10	3	8	9	13	-12
O=C(NNC(=S)Nc1ccc(Cl)cc1)c1ccccc1OC(F)F	-7	12	9	-9	24	-1	-21	-2	4	7	-26
CCCCCC(=O)Nc1cccc(C2=NOC3(C2)C[C@H](C(N)=O)N(C(=O)c2ccccc2C(=O)c2ccccc2)C3)c1 (stereo not given in full)	10	0	-8	-6	-3	5	11	-8	8	3	5
COc1ccccc1N(C)S(=O)(=O)c1ccc(Cl)c(C(=O)NCCCN2CCOCC2)c1	-2	2	1	-2	2	12	-4	-19	6	-8	-3
CNc1nc(-c2cccc(C(=O)N(C)C)c2)cn2ccnc12	3	x	-4	-15	-6	-3	18	-5	-5	11	-4
CCc1ccc(S(=O)(=O)NCC2(N3CCOCC3)CCCCC2)cc1	10	-1	13	-15	3	14	4	1	-7	-1	-14
Cn1nc(C(F)(F)F)c2cc(C(=O)O)sc21	4	-9	-5	-8	-2	-6	-22	5	-11	13	-8
Cc1ccc(C(=O)N(Cc2cccs2)C2CCS(=O)(=O)C2)cc1 (stereo not given)	-3	1	6	10	-2	14	-4	12	38	-17	-9
CC(=O)N/C(=C\c1ccccc1)C(=O)OCC(=O)N(C)C1CCS(=O)(=O)C1 (stereo not given)	11	0	0	20	-6	12	11	0	22	-9	-14
CC(C(=O)Nc1ccccc1Cl)c1ccc([N+](=O)[O-])cc1 (stereo not given)	-5	8	-7	12	-1	26	4	3	20	-1	12
O=C(CS(=O)(=O)Cc1ccccc1)Nc1nnc(C2CCCCC2)s1	-12	0	-27	-12	-9	2	0	-6	-11	9	8
Cc1ccc(S(=O)(=O)Nc2cccc3cccnc23)c([N+](=O)[O-])c1	0	13	79*	-7	24	-6	99*	-8	-17	47	68*
Cc1cccc(C2=NNC(=O)C(c3ccc(Cl)cc3)C2)c1 (stereo not given)	-6	0	14	3	-10	23	2	-7	8	-5	-2
CC(=O)OC[C@@H]1CN(Cc2ccccc2)C[C@H](n2cnc3c(NCC(C)C)ncnc32)O1	2	x	7	-4	-12	9	22	17	-9	-8	-22
C[C@H]1CN([C@@H](C)CO)C(=O)CCCn2nncc2CO[C@@H]1CN(C)C(=O)c1ccc(N2CCN(C)CC2)cc1	-7	-2	-21	-10	-2	-2	-2	9	-19	-7	6
CC(C)C(=O)N(Nc1nc2ccccc2s1)C(=O)C(C)C	-3	1	39	16	-11	5	20	1	-1	-32	-1
O=C(NN=Cc1ccccc1C(=O)O)c1ccc(NS(=O)(=O)c2cccs2)cc1	6	12	-1	3	-12	2	9	-10	-6	2	5

(further entries)
mol	KKLEB tox	LMP1 NFkB inh	TROY NFkB inh	NR5A2 inv ag	TRAIL sens C8	COUP-TFII inh	TWEAK-Fn14 inh	SRC1 inh	SRC3 inh	Shn3 inh set2	CF NFkB block
COc1ccc(C(C)NC(=S)NC2CCCC2)cc1OC (stereo not given)	2	-30	8	2	12	-7	29	1	9	11	0
Cc1ccccc1NC(=O)Nc1nc(C(N)c2ccccc2)cs1 (stereo not given)	1	x	-9	-2	13	-11	-6	10	-47	-3	4
Cc1ccc(C)c(NC(=O)CSc2nc3[nH]ncc3c(=O)[nH]2)c1	3	-6	-1	45	-2	-1	-2	-2	-1	6	0
CCOP(=O)(CC(C(C)=O)C(O)c1ccccc1)OCC (stereo not given)	3	0	-12	14	-8	5	12	-5	8	-3	6
Cc1ccc(NC(=O)COC(=O)Cn2ccc(C(F)(F)F)n2)cc1Cl	8	-11	1	3	0	-6	-1	-4	12	-10	-26
COC(C)(C)[C@@H](O)COc1c2ccoc2cc2oc(=O)ccc12	-24	-8	-15	2	-1	-7	-2	5	-5	-15	-29
COc1ccccc1CNC(=O)C1CC2Cn3c(nc4cc5ccccc5cc43)C2N1C (stereo not given)	-2	-1	-18	-8	7	10	8	-5	-9	-5	11
CCc1ccc2[nH]c(=O)c(C(c3nnnn3CCOC)N3CCN(c4ccccc4)CC3)cc2c1 (stereo not given)	7	3	35	-2	-4	-7	14	-6	-27	-8	-5
Brc1ccc2ncnc(Nc3ccc(N4CCOCC4)cc3)c2c1	2	13	42	-4	-9	28	59*	30	40	-5	67*
